# NPC1 promoter act – activates the NPC1 promoter; Huh7 NPC1 promoter luciferase reporter, 24 h; Potency, µM (series often up to 9.22 µM), for the others: top-dose activation, most hits filed as activators; 320,000 compounds, 2.4% hits;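 note: % of control where 0% means no effect; nearly all actives have a fitted effect of over 60% in size; reporter is driven by a mutant NPC1 promoter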
#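 Stable NPC1-promoter luciferase Huh7 line; cpd (DMSO) 24 h, 37 °C, 5% CO2; Amplite luciferase reagent 10 min RT; luminescence readout. qHTS format.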
# Gal4-VP16 FLuc – counter-screen for ROR gamma inhibitors: Gal4-VP16 reporter; 310,000 compounds, 3.5% hits; Potency, µM (doses to about 53.6 µM), without a hit: at the top dose activity, negative = inhibition, actives largely listed as inhibitors; AID 2546; Drosophila S2 Gal4-VP16 UAS-luciferase, luminescence, 20 h;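 note: Gal4-VP16 expression switched on by copper sulfate through the metallothionein promoter; % is set by controls: 0 for no effect and ±100 for the full control effect; nearly all actives have a fitted effect of over 50% in size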
# Rab9 promoter act – Rab9 promoter activation; Potency, µM (highest dose often 9.22 µM), without a hit: at the top dose activation, negative = inhibition, actives largely listed as activators; 320,000 compounds, 2.8% hits; AID 485297; Huh7 Rab9 promoter-luciferase reporter, luminescence, 24 h; note: % of control where 0% means no effect; nearly all actives have a fitted effect of over 60% in size
#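 Cell-based reporter: Huh7 stable for Rab9 promoter-driven luciferase, plated in reduced-serum medium with 10% FBS at 1500 cells/well, compound-treated 24 h at 37 °C, luminescence read after 10 min reagent.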
# CXXC DNA block – inhibitors of human MLL CXXC domain-DNA interaction. Q03164. AID 2662. MLL-CXXC / FITC-HOXA9 DNA fluorescence polarization. Potency, µM (titrated, usually from 115 µM), for inactives: at the highest dose activity change, negative = inhibition, usual class: inhibitors. 290,000 compounds, 0.037% hits; active = well fitted inhibition curve with a large enough effect in the polarisation, with a control signal flat, not every such curve was filed as active; inconclusive = small, poorly fitted or top-dose-only effect, or effect the other way, or a change in a side signal; inactive = no such curve, though single readings can be large or run the other way; the % refers to the polarisation
#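 Purified MLL-CXXC (added from a 7 uM solution) was preincubated 5 min at ambient with pinned compounds in 50 mM Tris-HCl pH 7.5, 50 mM NaCl, 1 mM DTT, 0.05% BSA. Fluorescein-labeled HOX-A9 DNA (50 nM solution) followed, 30 min, then polarization read.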
# MBNL1-CUG inh – inhibitors of human MBNL1 binding to CUG repeat RNA. Q9NR56. TR-FRET MBNL1-His/biotin-(CUG)12 binding, 665/545 ratio. Potency, µM (doses to about 57.5 µM), inactives show at the top dose activity change, negative = inhibition, usual class: inhibitors. 280,000 compounds, 0.036% hits. AID 2675; active = well fitted inhibition curve with a large enough effect in the signal ratio, with a control signal flat, not every such curve was filed as active; inconclusive = small, poorly fitted or top-dose-only effect, or effect the other way, or a change in a side signal; inactive = no such curve, though single readings can be large or run the other way; the % refers to the signal ratio; note: % is set by controls: 0 for no effect and ±100 for the full control effect
# Target sequence (Q9NR56 whole entry, looked up): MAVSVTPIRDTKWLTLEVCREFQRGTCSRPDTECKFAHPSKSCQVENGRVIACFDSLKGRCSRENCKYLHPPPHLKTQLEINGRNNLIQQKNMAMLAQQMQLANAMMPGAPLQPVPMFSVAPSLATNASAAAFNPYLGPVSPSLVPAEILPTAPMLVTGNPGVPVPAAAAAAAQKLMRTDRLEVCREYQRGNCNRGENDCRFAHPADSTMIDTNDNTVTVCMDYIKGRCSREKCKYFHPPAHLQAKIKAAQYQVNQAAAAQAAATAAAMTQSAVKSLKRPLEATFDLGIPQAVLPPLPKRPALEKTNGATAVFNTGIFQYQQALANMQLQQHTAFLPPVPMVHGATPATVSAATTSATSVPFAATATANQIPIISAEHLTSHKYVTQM
#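 Inhibition of protein-RNA binding appears as loss of TR-FRET between terbium anti-His antibody on MBNL1-His and streptavidin-XL665 on biotin-(CUG)12. Activity is normalized to buffer-only and uninhibited-complex controls.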
# FLuc modulator – inhibits or activates purified firefly luciferase, miR-21 counter-screen. purified FLuc, Km substrates, luminescence inhibition. AID 588342. 360,000 compounds, 6.9% hits. Potency, µM (highest dose often 57.5 µM), for inactives: at the top dose activity change, negative = inhibition, most hits filed as inhibitors;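 note: plate controls were vehicle for no effect and reference inhibitor for full effect; nearly all actives have a fitted effect of over 55% in size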
#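 Biochemical qHTS of compounds, final roughly 60 µM downward over six points, against 10 nM purified firefly luciferase using Km concentrations of substrates (10 uM D-luciferin, 10 uM ATP) in Tris acetate pH 7.5 buffer; luminescence output.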
# p53 reactivation – re-activators of mutant p53; AID 504706; H1299 p53-A138V BP100-luciferase reporter, luminescence, 24 h; 320,000 compounds, 0.063% hits; Potency, µM (top dose mostly 92.2 µM), for inactives: at the highest dose activity change, positive = activation, actives largely listed as activators; note: % of control where 0% means no effect; nearly all actives have a fitted effect of over 45% in size
#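 H1299 (p53-null), stable ts p53-A138V + BP100-Luc; 1000 cells/well, Opti-MEM/10% FBS; cpd 4 pt, 1:5; 24 h, 37 deg C, 5% CO2; detection reagent 10 min RT; luminescence.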
# RORg inh – blocks mouse ROR gamma transcriptional activity; 310,000 compounds, 5.4% hits; Potency, µM (highest dose often 53.6 µM), inactives show at the top dose activity change, negative = inhibition, actives largely listed as inhibitors; Drosophila S2 Gal4-RORgamma UAS-luciferase reporter, 20 h; P51450; AID 2551; note: % is set by controls: 0 for no effect and ±100 for the full control effect; nearly all actives have a fitted effect of over 60% in size
# Target sequence (P51450 whole entry, looked up, the tested form may be a part): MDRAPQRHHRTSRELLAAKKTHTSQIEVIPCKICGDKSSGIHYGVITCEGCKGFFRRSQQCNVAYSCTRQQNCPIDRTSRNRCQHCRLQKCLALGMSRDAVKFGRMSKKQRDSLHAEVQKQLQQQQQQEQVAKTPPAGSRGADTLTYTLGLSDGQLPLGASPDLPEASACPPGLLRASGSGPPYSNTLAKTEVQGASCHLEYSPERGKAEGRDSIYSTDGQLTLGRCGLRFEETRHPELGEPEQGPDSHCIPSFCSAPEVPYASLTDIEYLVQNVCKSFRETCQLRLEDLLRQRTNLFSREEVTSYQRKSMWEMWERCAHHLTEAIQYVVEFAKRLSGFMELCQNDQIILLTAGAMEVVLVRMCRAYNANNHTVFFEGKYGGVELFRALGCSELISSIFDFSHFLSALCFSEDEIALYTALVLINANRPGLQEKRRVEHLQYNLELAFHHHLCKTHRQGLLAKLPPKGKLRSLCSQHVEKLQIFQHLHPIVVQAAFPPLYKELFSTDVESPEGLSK
#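 Schneider cells (Drosophila), stable Gal4 DBD–ROR gamma + UAS-luc; 1 hr cmpd preincubation; Cu2+ induction 700 uM final; 20 hr ambient; luminescence.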
# BRCA1 expr act – BRCA1 expression activation; MCF7-BRCA1-FFLuc reporter, luminescence, 48 h; response scale: scaled: vehicle 0%, 10 µM genistein 100%; Potency, µM (doses to about 46.1 µM), for the others: top-dose activation, actives largely listed as activators; 380,000 compounds, 1.1% hits; note: nearly all actives have a fitted effect of over 80% in size; some results filed as inactive show a strong effect at the top dose
#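 Compounds are tested at multiple concentrations on MCF7 BRCA1-luciferase reporter cells seeded at 2000 per well; after 48 h, a single luminescence end-point is taken and curves fitted to the normalized data.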
# uPA surface inh – cell surface uPA generation inhibition. cell surface uPA generation assay, qHTS. Potency, µM (top dose mostly 38.3 µM), inactives show at the top dose activity change, negative = inhibition, usual class: inhibitors. 330,000 compounds, 0.31% hits. AID 540303; active = well fitted inhibition curve with a large enough effect; inconclusive = small, poorly fitted or top-dose-only effect; inactive = no such curve, though single readings can be large or run the other way; tested in mouse RAW 264.7 cells; note: % is set by controls: 0 for no effect and ±100 for the full control effect; nearly all actives have a fitted effect of over 55% in size
# ELG1 genotoxic – induces genotoxicity in HEK293T cells with luciferase-tagged ELG1; AID 504466; HEK293T ELG1-luciferase reporter, luminescence, 16 h; Potency, µM (series often up to 46 µM), for inactives: at the highest dose activity change, positive = activation, usual class: activators; 330,000 compounds, 1.3% hits; note: % of control where 0% means no effect; nearly all actives have a fitted effect of over 60% in size
#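 Reporter readout depends on ELG1 protein level, which increases with genetic stress. After 16 hr compound exposure at 37 °C, luciferase activity was quantified using ONE-Glo.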
# Numbers without * were called inactive; ? = inconclusive; nt = no result given; & = joins results of further samples; [ ] = dose if it differs, or a comment. Unless noted, calls come from the whole dose curve; as a rule, active = well fitted curve in the direction sought with a large enough effect; inconclusive = small, poorly fitted or top-dose-only effect, or another doubt; inactive = no such curve, though single readings can be large; an effect the other way counts as inactive or inconclusive. Potency is the fitted concentration of half-maximal effect. These rows are one share of the data; count on the stated rates, not on these rows.
SMILES,NPC1 promoter act,Gal4-VP16 FLuc,Rab9 promoter act,CXXC DNA block,MBNL1-CUG inh,FLuc modulator,p53 reactivation,RORg inh,BRCA1 expr act,uPA surface inh,ELG1 genotoxic
COc1ccc(C2/C=C\CN(S(=O)(=O)c3ccc4ccccc4c3)CC(=O)N2Cc2ccc(F)cc2)cc1 (configuration not stated),5%,-9%&-7%,-4%,3%,-12%,0%,1%,22%&-39%,-13%,-7%,-3%
Cc1ccc(C)c(-n2sc3ccc(F)cc3c2=O)c1,-1%,nt,-3%,nt,nt,?,3%,nt,-10%,-19%,-6%
COCCc1nnc(NC(=O)C(C)C)s1,0%,-2%,-1%,-1%,0%,-1%,-2%,-3%,-33%,6%,-5%
Brc1ccc(N/N=C(/N=Nc2nn[nH]n2)c2ccccc2)cc1,-31%[inhibitor],-1%,-41%[inhibitor],?,?,19µM*,-10%,?,-77%,?,-2%
COc1ccc(N(CC(=O)N2CCCCCC2)S(C)(=O)=O)cc1Cl,1%,-1%,0%,3%,-10%,-11%,-3%,17%,-2%,5%,-5%
COc1cccc(NC(=O)C(=O)NCCC2CCCCN2S(=O)(=O)c2ccccc2)c1 (configuration not stated),0%,nt,13%,nt,nt,24µM*,12%,nt,?,3%,5%
CSc1nnc2c(n1)OC(c1cccn1C)N(C(C)=O)c1ccccc1-2 (configuration not stated),0%,0%,-3%,-17%,7%,-5%,-2%,-25%,-24%,0%,-1%
N/C(Cc1ccc([N+](=O)[O-])cc1)=N\OC(=O)COc1ccc2ccccc2c1,-4%,2%,8%,-14%,-2%,-5%,-16%,13%,-2%,1%,0%
N#C/C(=C1/CCCCCN1)c1nc2ccccc2s1,20%,5%,27%,18%,4%,?,?,-24%,-2%,1%,3%
O=C(CN(C(=O)CNC(=O)c1ccco1)c1ccc2c(c1)OCO2)NC1CCCCC1,2%,6%,-3%,2%,-7%,-2%,1%,11%[10 µM],-24%,-4%,-8%
COc1ccc(NC(=O)c2cccnc2N2CCCCC2)cc1,0%,13%,1%,-10%,-15%,-3%,1%,?,-15%,-6%,3%
CCn1cc(/C=C(\NC(=O)c2ccccc2Cl)C(=O)NCCN2CCOCC2)c2ccccc21,1%,1%,-1%,-5%,37%[activator],17µM*,2%,-2%,-1%,-2%,-3%
Cc1nc(-c2ccc(S(=O)(=O)Nc3ccccc3C)cc2)co1,0%,-20%,-5%,-11%,-6%,3%,0%,?,0%,5%,-2%
C=CCN1C(=O)C2C(C(=O)NC3CCCC3)C3(C)C=CC2(O3)C1C(=O)NC1CCCC1 (configuration not stated),-1%,1%,-4%,3%,-4%,2%,7%,3%,-23%,-15%,-1%
Oc1ccc2nnc3c(Br)cnn3c2c1,-2%,-9%,-1%,?,?,-6%,2%,?,5%,0%,0%
O=C(CCc1ccccc1)Nc1nnc(-c2cccs2)o1,0%,10µM*,-3%,-4%,11%,-19%,13%,6.3µM*,4%,8%,-3%
O=C(NNc1nc2c(F)cc(F)cc2s1)C1=COCCO1,-1%,-27%,1%,-7%,-7%,-8%,6%,8.9µM*,-2%,2%,-2%
Cc1cc(=O)n2[nH]c(SCc3ccccc3Cl)nc2n1,-2%,-9%,-1%,?,2%,?,13%,10%,27%,-2%,3%
O=C1C2C(C(=O)N1c1ccncc1)C1C=CC2C12CC2 (configuration not stated),5%,1%,-10%,3%,6%,0%,-10%,-15%,-12%,3%,2%
O=C1c2cccc3cccc(c23)C(=O)N1CCN1CCN(C(=S)Nc2ccc(F)cc2)CC1,-1%,-2%,-2%,-4%,nt,3%,0%,-33%,nt,nt,?
COc1ccc(O/C(=N\S(=O)(=O)c2ccccc2)c2ccccc2)cc1,0%,1%[0.365 µM],-10%,7%,-8%,-15%,-4%,?,2%,-27%,0%
Cc1cc(C)c(NC(=O)Cn2nnc(C(=O)NCCc3ccccc3)c2N)c(C)c1,-5%,-3%,?,-3%,-1%,0%,8%,-22%,-20%,-7%,6%
Cc1ccc(CCC2C3=C(CCCC3=O)OC3=C2C(=O)CCC3)cc1,1%,-2%,-3%,23%,-2%,8%,-4%,4%,-9%,-9%,5%
CC1(C)Cc2cccc(OCC(=O)NCCOc3ccccc3)c2O1,0%,5%[10 µM],-9%,0%,-14%,5%,3%,?,-8%,-2%,6%
CCOC(=O)/C(=C/c1ccccc1)NC(=O)c1ccco1,-2%,-2%,3%,0%,?,9%,-17%,36%,-12%,4%,1%

# Molecules above that have a furan ring, fused or not:
SMILES,NPC1 promoter act,Gal4-VP16 FLuc,Rab9 promoter act,CXXC DNA block,MBNL1-CUG inh,FLuc modulator,p53 reactivation,RORg inh,BRCA1 expr act,uPA surface inh,ELG1 genotoxic
O=C(CN(C(=O)CNC(=O)c1ccco1)c1ccc2c(c1)OCO2)NC1CCCCC1,2%,6%,-3%,2%,-7%,-2%,1%,11%[10 µM],-24%,-4%,-8%
CCOC(=O)/C(=C/c1ccccc1)NC(=O)c1ccco1,-2%,-2%,3%,0%,?,9%,-17%,36%,-12%,4%,1%

# Carrying on:
SMILES,NPC1 promoter act,Gal4-VP16 FLuc,Rab9 promoter act,CXXC DNA block,MBNL1-CUG inh,FLuc modulator,p53 reactivation,RORg inh,BRCA1 expr act,uPA surface inh,ELG1 genotoxic
COc1ccc(C(=O)COC(=O)Cn2cnc3ccccc3c2=O)c(OC)c1,-2%,nt,-1%,nt,nt,-4%,2%,nt,-13%,1%,0%
C=CCn1c(SCC(=O)Nc2cccc(S(N)(=O)=O)c2)nnc1C1CCCCC1,0%,nt,-4%,nt,nt,nt,3%,nt,-7%,-2%,0%
O=C(COc1ccc(Cl)cc1)OCC(=O)c1ccc[nH]1,1%,nt,5%,nt,nt,-45%,0%,nt,-3%,12%,0%
C/C(=N/Nc1nc(-c2ccc(Cl)cc2)cs1)c1cccs1,18%,24%,?,7%,5%,15µM*,13%,0%,19%,2%,17%
COc1ccc(-c2csc(Nc3ccccc3)[n+]2CC(O)c2ccc([N+](=O)[O-])cc2)cc1 (configuration not stated),6%,6%,-5%,5%,nt,1%,1%,112%,-37%,2%,-10%
C/C(=N\NC(=O)COc1cc(C)cc(C)c1)c1cccc(NC(=O)C2CCC2)c1,-11%,0%,2%,4%,-3%,4%,8%,16%,-17%,4%,-20%
CCOc1ccccc1N1Cc2cc(C)c(C)cc2C1,12%,17%,4%,11%,?,-3%,3%,25%,3%,-2%,19%
Cn1cccc1CNC1CCCC1,0%,12%,-5%,11%,2%,2%,0%,-21%,-18%,4%,-1%
CC(C)C[C@@H](CN(C)N=O)N(C[C@H](Cc1ccccc1)N(CCc1ccccc1)N=O)N=O,2%,-11%,-1%,?,12%,2%,-3%,1%,-28%,-1%,-7%
Cc1nc2ccc(NC(=O)c3ccc(F)c(S(=O)(=O)N4CCOCC4)c3)cc2s1,-8%,?,-6%,-5%,-10%,-11%,0%,?,-40%,2%,-12%
N#CC1(NC(=O)CSc2n[nH]c(-c3ccccc3)n2)CCCCC1,-2%,nt,-5%,nt,nt,-13%,-2%,nt,-14%,-2%,0%
Cn1c(SCC(=O)NC2CCCC2)nnc1-c1ccccn1,0%,-17%,6%,11%,2%,-1%,25%,-21%,-1%,3%,0%
CC1(C)CC2CC(C)(CN2C(=O)c2cc(-c3ccc(F)cc3)on2)C1 (configuration not stated),0%,-8%,11%,14%,-3%,0%,4%,18%,-50%,-3%,-5%
CC(C)CN(C(=O)CCNC(=O)c1ccc(Cl)cc1)c1c(N)n(CC(C)C)c(=O)[nH]c1=O,-4%,nt,-3%,nt,nt,5%,3%,nt,-1%,20%,-1%
Cn1cc(/C=C2\SC(=O)N(c3ccc(O)cc3)C2=O)c2ccccc21,?,-23%,?,5%,-3%,?,12%,?,?,-11%,0%

# Arranged by value in p53 reactivation (lowest first): some entries from above.
mol,p53 reactivation
N#CC1(NC(=O)CSc2n[nH]c(-c3ccccc3)n2)CCCCC1,-2%
COc1ccc(C(=O)COC(=O)Cn2cnc3ccccc3c2=O)c(OC)c1,2%
C=CCn1c(SCC(=O)Nc2cccc(S(N)(=O)=O)c2)nnc1C1CCCCC1,3%
C/C(=N/Nc1nc(-c2ccc(Cl)cc2)cs1)c1cccs1,13%
Cn1c(SCC(=O)NC2CCCC2)nnc1-c1ccccn1,25%

# Screening results as filed in PubChem BioAssay.
